Screening data deposited in PubChem by National Center for Advancing Translational Sciences (NCATS).
HCMV inh: blocks human cytomegalovirus replication. HFF cells, HCMV-luciferase reporter, 72 h; active compounds read low. activity change, negative = inhibition, % at 57.5 µM. 4.5% of 410,000 active; in the data active = activity change below about -60%; inconclusive = no clear call, values can overlap the other calls; inactive = above about -39%
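Cell-based, HFFs, 1000 cells/well, 16 h 37C; cpds in DMSO + HCMV-luc, MOI 1 PFU/cell; 72 h 37C; OneGlo luminescence after 5 min RT; norm. to buffer vs Salinomycin 10uM.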
AmpC inh no detg: AmpC beta-lactamase inhibition without detergent. P00811. AmpC nitrocefin hydrolysis, absorbance 480 nm, 0.0001% Triton. Potency, µM (highest dose often 57.1 µM), inactives show top-dose activity change, negative = inhibition, actives largely listed as inhibitors. 0.52% of 330,000 active. AID 485341;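 note: potency is the fitted concentration of half-maximal effect; plate controls were no compound for no effect and no enzyme for full effect; nearly all actives have a fitted effect of over 20% in size; some results filed as inactive show a strong effect at the top dose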
Target sequence (P00811 whole entry, looked up): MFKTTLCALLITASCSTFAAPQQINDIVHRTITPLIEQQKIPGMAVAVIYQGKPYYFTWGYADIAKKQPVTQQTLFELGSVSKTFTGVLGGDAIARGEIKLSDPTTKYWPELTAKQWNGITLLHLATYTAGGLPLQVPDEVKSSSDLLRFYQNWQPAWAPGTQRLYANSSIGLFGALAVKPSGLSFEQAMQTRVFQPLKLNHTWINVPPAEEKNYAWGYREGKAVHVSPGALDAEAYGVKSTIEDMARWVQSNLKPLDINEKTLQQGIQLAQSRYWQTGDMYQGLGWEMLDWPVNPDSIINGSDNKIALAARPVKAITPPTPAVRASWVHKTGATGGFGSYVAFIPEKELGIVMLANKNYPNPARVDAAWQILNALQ
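20 mM phosphate pH 7.0 + 0.01% (detergent screen) or 0.0001% Triton X-100; 5.3 nM AmpC reagent; cpd preinc 15 min RT; nitrocefin (800 uM stock) to start; A480 q20 s × 4 min; Activity was normalised to no-enzyme and no-compound control wells.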
Giardia FBPA inh: inhibitors of Giardia lamblia fructose-1,6-bisphosphate aldolase | purified Giardia FBPA | Potency, µM (titrated, usually from 59.6 µM), without a hit: at the highest dose activity, negative = inhibition, actives largely listed as inhibitors | 0.71% of 290,000 active | AID 2451; note: potency is the fitted concentration of half-maximal effect; nearly all actives have a fitted effect of over 55% in size
Target sequence (A8B2U2 whole entry, looked up): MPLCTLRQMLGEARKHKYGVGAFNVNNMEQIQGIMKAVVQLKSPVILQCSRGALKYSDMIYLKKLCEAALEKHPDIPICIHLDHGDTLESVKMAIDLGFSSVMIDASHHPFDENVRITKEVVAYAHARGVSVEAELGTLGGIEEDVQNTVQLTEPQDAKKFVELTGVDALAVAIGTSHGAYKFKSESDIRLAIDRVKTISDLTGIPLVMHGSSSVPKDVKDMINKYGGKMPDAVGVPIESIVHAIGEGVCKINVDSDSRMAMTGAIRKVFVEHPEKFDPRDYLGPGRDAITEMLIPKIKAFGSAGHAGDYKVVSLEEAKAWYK
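Giardia FBPA (40 nM reagent) was preincubated 10 min at RT with compound (up to 57.5 uM final), then substrate plus GAPDH/TPI/NAD/arsenate coupling system with diaphorase/resazurin was added; resorufin fluorescence (525/598 nm) was read after 20 min.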
HCV inhibitor: HCV inhibition; 3.4% of 340,000 active; Potency, µM (doses to about 41.8 µM), inactives show at the highest dose activity change, negative = inhibition, hits mostly inhibitors; Huh7.5.1 HCVcc-Cre infection, luciferase reporter, 44 h; AID 651820; note: potency is the fitted concentration of half-maximal effect
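Cells (1,000/well) were plated 4 h before compound, then infected with HCVcc-Cre virus (~0.5 moi). After 44 h further culture, infection was read as luciferase luminescence following a 15 min substrate incubation at room temperature.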
Sm TGR inh: S. mansoni TGR enzyme inhibition. Potency, µM (top dose mostly 114 µM), for inactives: at the top dose activity change, negative = inhibition, actives largely listed as inhibitors. 3% of 360,000 active. purified TGR, DTNB reduction, TNB absorbance 405 nm; note: potency is the fitted concentration of half-maximal effect; nearly all actives have a fitted effect of over 60% in size
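TGR 20 nM + NADPH 100 uM (dispensed conc.), cpd preinc 15 min RT; start with NADPH (500 uM addition) then DTNB (15 mM addition). Kinetic TNB absorbance, 405 nm filter. Four-parameter Hill fit across titration.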
AmpC detergent: AmpC beta-lactamase inhibition with detergent present. P00811. AmpC hydrolysis of nitrocefin, absorbance 480 nm, 0.01% Triton. Potency, µM (titrated, usually from 114 µM), without a hit: at the highest dose activity change, negative = inhibition, most hits filed as inhibitors. 0.041% of 370,000 active. AID 485294;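 note: potency is the fitted concentration of half-maximal effect; 0% = no-compound wells and -100% = no-enzyme wells; nearly all actives have a fitted effect of over 25% in size; some results filed as inactive show a strong effect at the top dose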
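AmpC (5.3 nM in the dispensed reagent) in 20 mM phosphate pH 7.0 with 0.01% (detergent screen) or 0.0001% Triton X-100 was preincubated with compounds for 15 min at room temperature. Nitrocefin was then added from an 800 uM solution, and hydrolysis was followed at 480 nm.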
Active calls of the source: *; ? = inconclusive; . = not tested or not shown; & = joins results of further samples; [ ] = dose if it differs, or a comment. Unless noted, calls come from the whole dose curve; as a rule, active = well fitted curve in the direction sought with a large enough effect; inconclusive = small, poorly fitted or top-dose-only effect, or another doubt; inactive = no such curve, though single readings can be large; an effect the other way counts as inactive or inconclusive. Unless noted, % is set by controls: 0 for no effect and ±100 for the full control effect.

The opening 16 entries, ahead of the listing:
structure	HCMV inh	AmpC inh no detg	Giardia FBPA inh	HCV inhibitor	Sm TGR inh	AmpC detergent
O=C(N/N=C/c1cc([N+](=O)[O-])c(N2CCOCC2)cc1N1CCOCC1)c1cccnc1	18.2	-13.0%	-0.5%	?	1.7%	2.4%
O=C(NNc1c([N+](=O)[O-])cc(C(F)(F)F)cc1[N+](=O)[O-])c1ccco1	-11.4	-24.3%	.	4.1%	-7.2%	-8.0%
O=C(Cn1cc2c(n1)CCCC2)Nc1cc(-c2cccc(Cl)c2)no1	3.0	?	-8.3%	1.2%	-4.0%	-19.1%
Cn1c(=NC(=O)c2ccccc2[N+](=O)[O-])sc2cccc(F)c21	71.8	-17.7%	-0.9%	-5.4%	17.4%	0.8%
COc1ccccc1Cn1c(CNS(=O)(=O)c2ccccc2Cl)nc2cccnc21	-13.8	.	.	.	-14.7%	1.7%
CC(=O)N1c2ccccc2Nc2ccccc21	62.8	-7.1%	-4.4%	24.0%	1.3%	-14.9%
CCOc1ccc(NC(=O)CSc2nc3nc(C)c(Cc4ccccc4)c(C)n3n2)cc1	-21.4	.	.	.	-4.1%	6.7%
O=C(NNC(=O)c1ccc(S(=O)(=O)N2CCOCC2)cc1)c1ccccc1	13.5	-1.6%	-1.3%	21.1%	-11.3%	-2.8%
OC1CC(c2ccco2)NC2(CCCCC2)C1 (stereo not drawn)	13.3	-10.9%	-3.5%	5.9%	-19.0%	3.0%
COC(=O)N1CCc2c(sc(NC(=O)C3COc4ccccc4O3)c2C(N)=O)C1 (stereo not drawn)	?	55.9%	.	-23.8%	0.8%	-11.1%
COc1cc([N+](=O)[O-])ccc1-c1ccc(C(=O)Nc2ccc(NC(C)=O)cc2)o1	?	-16.5%	-11.3%	-16.0%	20µM*	-5.7%
CCc1noc(C)c1C(=O)NNC(=O)c1cc(OC)c(OC)c(OC)c1	-8.3	-12.2%	.	-2.9%	-7.1%	-15.2%
O=C(c1cccc(S(=O)(=O)N2CCc3ccccc32)c1)N1CCOCC1	-27.4	-4.1%	.	-3.5%	.	.
CCOC(=O)C1(CC)CC(CSc2nc3ccccc3[nH]2)OC1=O (stereo not drawn)	-22.6	-51.4%	-4.6%	-1.1%	5.1%	-0.3%
O=C(O)Cc1cn(-c2ccccc2)nc1-c1ccccc1	?	-24.1%	5.7%	4.7%	5.6%	5.3%
O=C(c1ccc(Cl)c(S(=O)(=O)N2CCCC2)c1)N1CCN(c2ccccc2F)CC1	?	-9.7%[2.29 µM]	2.2%	?	-2.0%	1.6%

All compounds of this part, from the start:
structure	HCMV inh	AmpC inh no detg	Giardia FBPA inh	HCV inhibitor	Sm TGR inh	AmpC detergent
O=C(N/N=C/c1cc([N+](=O)[O-])c(N2CCOCC2)cc1N1CCOCC1)c1cccnc1	18.2	-13.0%	-0.5%	?	1.7%	2.4%
O=C(NNc1c([N+](=O)[O-])cc(C(F)(F)F)cc1[N+](=O)[O-])c1ccco1	-11.4	-24.3%	.	4.1%	-7.2%	-8.0%
O=C(Cn1cc2c(n1)CCCC2)Nc1cc(-c2cccc(Cl)c2)no1	3.0	?	-8.3%	1.2%	-4.0%	-19.1%
Cn1c(=NC(=O)c2ccccc2[N+](=O)[O-])sc2cccc(F)c21	71.8	-17.7%	-0.9%	-5.4%	17.4%	0.8%
COc1ccccc1Cn1c(CNS(=O)(=O)c2ccccc2Cl)nc2cccnc21	-13.8	.	.	.	-14.7%	1.7%
CC(=O)N1c2ccccc2Nc2ccccc21	62.8	-7.1%	-4.4%	24.0%	1.3%	-14.9%
CCOc1ccc(NC(=O)CSc2nc3nc(C)c(Cc4ccccc4)c(C)n3n2)cc1	-21.4	.	.	.	-4.1%	6.7%
O=C(NNC(=O)c1ccc(S(=O)(=O)N2CCOCC2)cc1)c1ccccc1	13.5	-1.6%	-1.3%	21.1%	-11.3%	-2.8%
OC1CC(c2ccco2)NC2(CCCCC2)C1 (stereo not drawn)	13.3	-10.9%	-3.5%	5.9%	-19.0%	3.0%
COC(=O)N1CCc2c(sc(NC(=O)C3COc4ccccc4O3)c2C(N)=O)C1 (stereo not drawn)	?	55.9%	.	-23.8%	0.8%	-11.1%
COc1cc([N+](=O)[O-])ccc1-c1ccc(C(=O)Nc2ccc(NC(C)=O)cc2)o1	?	-16.5%	-11.3%	-16.0%	20µM*	-5.7%
CCc1noc(C)c1C(=O)NNC(=O)c1cc(OC)c(OC)c(OC)c1	-8.3	-12.2%	.	-2.9%	-7.1%	-15.2%

The list continues.
structure	HCMV inh	AmpC inh no detg	Giardia FBPA inh	HCV inhibitor	Sm TGR inh	AmpC detergent
O=C(c1cccc(S(=O)(=O)N2CCc3ccccc32)c1)N1CCOCC1	-27.4	-4.1%	.	-3.5%	.	.
CCOC(=O)C1(CC)CC(CSc2nc3ccccc3[nH]2)OC1=O (stereo not drawn)	-22.6	-51.4%	-4.6%	-1.1%	5.1%	-0.3%
O=C(O)Cc1cn(-c2ccccc2)nc1-c1ccccc1	?	-24.1%	5.7%	4.7%	5.6%	5.3%
O=C(c1ccc(Cl)c(S(=O)(=O)N2CCCC2)c1)N1CCN(c2ccccc2F)CC1	?	-9.7%[2.29 µM]	2.2%	?	-2.0%	1.6%
COc1ccccc1NC(=O)c1ccc2nc(C)c(C)nc2c1	5.8	-8.3%	.	-1.3%	0.0%	1.9%
CCOC(=O)c1c(NC(=O)c2ccc(S(=O)(=O)N3CCCC(C)C3)cc2)sc2c1CC(C)(C)NC2(C)C (stereo not drawn)	-33.1	.	.	.	4.8%	-6.0%
Cc1ccc(SCc2cc(=O)[nH]c(N3CCN(C)CC3)n2)cc1	-28.2	23.6%	1.4%	-28.4%	11.1%	?
Cc1c([N+](=O)[O-])ccc(S(=O)(=O)N2CCC(C(N)=O)CC2)c1C	9.6	-1.9%	23.9%	0.3%	4.5%	-8.9%
N#Cc1ccc(C(=O)OCc2cccc(S(=O)(=O)N3CCOCC3)c2)cc1	-10.4	100.0%[activator]	.	?	-0.1%	?
Cc1nc(NC(=O)c2cnccn2)ccc1Br	50.4	-11.8%	7.3%	9.3%	4.7%	3.6%
COCCNC(=O)C(NC(=O)C1CCC(C)CC1)C(C)C (stereo not drawn)	4.7	-9.3%	2.1%	22.2%	-8.3%	0.8%
N#CC1=C(N)SC(N)=C(C#N)C1c1ccoc1	.	-23.3%	?	?	5.01µM*	?

Next part:
structure	HCMV inh	AmpC inh no detg	Giardia FBPA inh	HCV inhibitor	Sm TGR inh	AmpC detergent
CC(=O)NNC(=O)N1Cc2ccccc2Oc2ccc(Cl)cc21	-16.8	.	-5.0%&1.9%	7.4%	.	.
CNC(=O)c1[nH]cnc1C(=O)Nc1ccccc1OC	14.5	-8.8%	-12.5%	-25.4%	0.0%	-13.1%
Cc1ccc([N+](=O)[O-])cc1S(=O)(=O)n1ccnc1C	-19.3	-12.8%	4.7%	-2.8%	-33.2%	0.3%
CC(C)N(C(=O)[C@H]1C[C@H](CC(=O)NCCCn2ccnc2)C(=O)N2CCc3c([nH]c4cc(-c5ccco5)ccc34)[C@]12C)C(C)C	7.0	14.2%	.	-15.1%	.	.
CC1CCC(NC(=O)c2ccc(CS(=O)(=O)Cc3ccccc3F)o2)CC1 (stereo not drawn)	-16.7	-5.5%	-1.2%	-27.1%	?	-9.5%
CCCCn1c(N)c(N(CC)C(=O)c2cc3c(s2)CCCCC3)c(=O)[nH]c1=O	-4.9	-10.4%	.	-0.6%	1.1%	8.6%
Nc1c(C(=O)NC2CCCC2)c2nc3ccccc3nc2n1N	-15.2	18.4%	-1.5%	-11.5%	-15.6%	?
COCCNC(=O)COc1ccc(C)c(C)c1	10.5	.	22.4%	5.3%	-8.1%	3.1%
CN(CC(=O)Nc1cccc(F)c1)C(=O)c1ccc(OCc2cn3ccccc3n2)cc1	0.0	-0.6%	.	-4.5%	.	.
COC(=O)c1sccc1NC(=O)/C=C/c1ccc(Cl)cc1	224.6	-28.2%	5.8%	5.4%	?	?
CC(C)CCn1c(=O)c2sccc2n2c(CCCC(=O)NC(C)C)nnc12	?	.	.	.	-1.1%	-7.7%
COC(=O)/C=C/C(=O)N1CCN(c2cccc(Cl)c2)CC1	.	-14.0%	-1.3%	-15.6%	0.0%	-3.9%

(further entries)
structure	HCMV inh	AmpC inh no detg	Giardia FBPA inh	HCV inhibitor	Sm TGR inh	AmpC detergent
Cc1ccccc1N1C(S)=C(C#N)C(=O)NC1c1ccco1 (stereo not drawn)	-13.0	-26.6%	?	2.7%	?	-6.6%
CCCNC(=O)OC[C@H]1O[C@H](CCO/N=C/[C@@H](NS(=O)(=O)c2ccc(C)cc2)[C@H](C)/C=C/CC(=O)OC)C=C[C@@H]1Oc1ccc(OC)cc1	.	27.9%	0.1%	4.2%[8.37 µM]	-16.9%	?
O=C(/C=C/NCc1ccc(F)cc1)c1ccccc1	?	-22.2%	0.7%	-2.3%	4.5%	?
CN(C)c1ccc(C2Nc3cccc4cccc(c34)N2)cc1	94.4	-39.6%	-19.5%	18.1%	31.6µM*	-7.0%
